XBP1 UPR activ – activators of adaptive arm of unfolded protein response (XBP1). activation, % at 20 µM. AID 463104. 330,000 tested, 0.33% active. CHO-XBP1 luciferase reporter, IRE1-XBP1 UPR activation, luminescence; percent of tunicamycin response, DMSO as zero;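 active = versus positive control, 20 µM dose yields 30% or more activation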;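 also: 100% = tunicamycin at 10 µg/mL and 0% = DMSO only wells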
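Material – CHO cell line with stable XBP1 luciferase reporter · Buffer or medium – F12 plus 10% FBS · Compound – single point, 20 µM final compound, 1% DMSO · Schedule – 16-18 h cell attachment at 37 °C, then 6 h compound exposure · Signal – Steady-Glo luminescence read · Benchmarks – high control tunicamycin 10 µg/mL final, low control DMSO vehicle only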
tim23-1 inh – inhibits growth of tim23-1 mutant yeast. S. cerevisiae tim23-1 growth, BacTiter-Glo luminescence, 24 h. AID 463212. inhibition, % at 20 µM. 330,000 tested, 1.3% active;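 active = growth inhibition of the mutant yeast at or above 50%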;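 also: temperature-sensitive mutant grown at 25 °C; plate controls were DMSO-treated mutant yeast for no effect and medium wells lacking yeast for full effect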
EBI2 block – blocks human EBI2 receptor beta-arrestin signaling. 360,000 tested, 0.81% active. AID 651636. inhibition, % at 5 µM. EBI2 beta-arrestin recruitment, luminescence, 7a,25-OHC stimulated. P32249; in the data active = inhibition above about 38%;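 also: enzyme fragment complementation signal reports receptor beta-arrestin coupling in cells; 0% = agonist plus DMSO wells and 100% = wells without agonist; some results beyond the cut were filed as inactive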
Target sequence (P32249 whole entry, looked up, the tested form may be a part): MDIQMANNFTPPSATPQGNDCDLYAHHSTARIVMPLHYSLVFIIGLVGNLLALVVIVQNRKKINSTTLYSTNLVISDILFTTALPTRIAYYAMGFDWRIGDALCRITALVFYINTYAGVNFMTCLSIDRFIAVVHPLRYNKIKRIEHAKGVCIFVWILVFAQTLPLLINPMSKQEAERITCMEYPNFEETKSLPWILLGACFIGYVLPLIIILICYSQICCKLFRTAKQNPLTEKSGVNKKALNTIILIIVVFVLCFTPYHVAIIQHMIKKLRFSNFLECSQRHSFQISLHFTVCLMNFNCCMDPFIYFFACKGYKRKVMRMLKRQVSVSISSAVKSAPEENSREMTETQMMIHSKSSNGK
APJ antagonist – blocks the human apelin receptor APJ; 330,000 tested, 0.32% active; inhibition, % at 20 µM; P35414; CHO-K1 APJ beta-arrestin complementation, luminescence;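 active = inhibition above about 40% at 20 µM, limit read from the data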;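 also: cells challenged with 10 nM apelin-13 agonist together with compound; plate controls were apelin-13 plus DMSO wells for no effect and DMSO wells lacking apelin-13 for full effect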
Target sequence (P35414 whole entry, looked up): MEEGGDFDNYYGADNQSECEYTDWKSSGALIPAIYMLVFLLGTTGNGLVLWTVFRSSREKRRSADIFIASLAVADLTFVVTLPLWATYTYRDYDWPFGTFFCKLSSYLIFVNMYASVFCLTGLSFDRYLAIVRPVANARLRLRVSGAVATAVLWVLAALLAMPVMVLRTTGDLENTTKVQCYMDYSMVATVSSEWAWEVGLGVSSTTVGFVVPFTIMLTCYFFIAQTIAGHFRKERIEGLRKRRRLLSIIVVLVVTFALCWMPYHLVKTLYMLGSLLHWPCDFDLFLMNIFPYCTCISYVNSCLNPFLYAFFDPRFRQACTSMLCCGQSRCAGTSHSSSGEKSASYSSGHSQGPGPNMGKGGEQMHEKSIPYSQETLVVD
CCR6 antag – blocks CCL20-driven beta-arrestin recruitment at human CCR6; CHO-K1 CCR6 PathHunter beta-arrestin, luminescence, CCL20-stimulated; P51684; AID 493098; 340,000 tested, 0.49% active; inhibition, % at 20 µM;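 active = compounds whose inhibition of the agonist-driven luminescence signal at 20 µM reaches about 50%, limit read from the data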;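 also: cells stimulated with CCL20 at 14 nM final; plate controls were DMSO with CCL20 for no effect and DMSO without agonist for full effect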
APJ agonist – agonists of human APJ apelin receptor; P35414; CHO-K1 APJ PathHunter beta-arrestin, luminescence; 0% DMSO wells, 100% apelin; activation, % at 20 µM; 330,000 tested, 0.11% active;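 active = activation more than six SD over the plate average, tested at 20 µM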;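 also: 0% = DMSO alone and 100% = apelin-13 at 10 nM; some results filed as inactive read as strong as hits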
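Test system – PathHunter CHO-K1 APJ (AGTRL-1) beta-arrestin reporter cells · Input – 1000 cells/well · Compound – single test compound dose, 20 µM final, 1% DMSO · Times – compound stimulation 90 min at 25 °C, detection 60 min · Technique – beta-gal luminescence · Read-out basis – APJ–arrestin association signal · Control set – negative DMSO alone, positive Apelin-13 at 10 nM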
Mdm2-MdmX inh – disrupts the human Mdm2-MdmX interaction. O15151+Q00987. SaOS-2 split-luciferase Mdm2/MdmX complementation, luminescence. inhibition, % at 8 µM. 330,000 tested, 3% active. AID 485346;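 active = inhibition of at least 50% at 8 µM in the primary screen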
CXCR6 block – blocks human CXCR6 beta-arrestin recruitment | O00574 | CHO-K1 PathHunter CXCR6 beta-arrestin, luminescence | inhibition, % at 20 µM | 360,000 tested, 0.36% active; in the data active = inhibition above about 34%, passing the limit was not always enough;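 also: antagonist mode with CXCL16 agonist at 10 nM final; 0% = 10 nM CXCL16 with DMSO and 100% = unstimulated wells without agonist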
Target sequence (O00574 whole entry, looked up): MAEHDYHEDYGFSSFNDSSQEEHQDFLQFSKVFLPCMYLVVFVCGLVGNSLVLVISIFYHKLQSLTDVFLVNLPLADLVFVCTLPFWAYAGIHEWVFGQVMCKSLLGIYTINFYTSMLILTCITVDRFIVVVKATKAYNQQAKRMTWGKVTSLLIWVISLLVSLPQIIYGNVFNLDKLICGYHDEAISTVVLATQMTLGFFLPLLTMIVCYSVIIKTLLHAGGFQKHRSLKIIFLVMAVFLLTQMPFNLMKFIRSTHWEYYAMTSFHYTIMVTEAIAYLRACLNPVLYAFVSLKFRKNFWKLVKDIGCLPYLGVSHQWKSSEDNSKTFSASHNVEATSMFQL
UPR CHOP act – activators of apoptotic arm of unfolded protein response (CHOP) | CHO-CHOP luciferase reporter, UPR activation, luminescence; percent of tunicamycin response over DMSO baseline | 330,000 tested, 0.34% active | activation, % at 10 µM;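 active = at 10 µM dose, activation of 40% or more, normalized to positive control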;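 also: 100% = tunicamycin at 10 µg/mL and 0% = DMSO alone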
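measured by = luciferase luminescence | assay system = CHO-CHOP cells, stable luciferase reporter of PERK-eIF2a-CHOP signalling | amount = 500 reporter cells seeded per well | timing = 6 h compound exposure at 37 °C after overnight seeding | controls = positive tunicamycin 10 µg/mL, negative DMSO alone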
Active calls of the source: *; / = no result given; & = joins results of further samples. The list is partial; count on the stated rates, not on these rows.

SMILES	XBP1 UPR activ	tim23-1 inh	EBI2 block	APJ antagonist	CCR6 antag	APJ agonist	Mdm2-MdmX inh	CXCR6 block	UPR CHOP act
Cc1ccc(CNC(=O)Nc2cccc(C)c2)cc1	2.0	1.7	9.4	-5.5	15.5	-3.0	-2.2	2.7	2.7
COC(=O)C1=C(C)N=C2SCCC(=O)N2C1c1cccs1 (stereo not given)	-5.0	3.3	0.4	-22.9	-2.7	-0.6	8.1	-4.9	-3.0
CC(=O)Nc1ccccc1OCc1nnc(-c2ccc(Cl)cc2)o1	2.9	7.1	16.8	-4.4	18.3	-1.4	-45.5	10.0	-1.2
Cn1c(-c2ccc3c(c2)OCO3)cnc1NCc1ccccc1Cl	3.3	-182.6	9.4	17.5	-8.3	-1.9	-32.9	11.9	4.3
COCCCNC(=O)C[C@H]1C[C@H](C(=O)N2CCCCC2)[C@@]2(CCc3ccccc3)c3[nH]c4ccc(Cl)cc4c3CCN2C1=O	11.9	47.6	9.4	/	17.8	/	31.7	-2.2	6.7
CC(C)(C)NC(=S)N/N=C/c1cc(Br)c(O)c(Br)c1	1.4	34.7	-6.3	13.8	-6.3	-2.0	16.6	2.8	1.3
COC(=O)C1=C(C(=O)OC)[C@@H]2N(Cc3ccccc3)c3ccccc3[C@@]23C[C@@H](CO)N(C(=O)NC2CCCC2)C3=N1	-1.3	4.4	-0.7	15.0	1.0	8.5	19.8	-1.0	1.7
CCCn1nc(C(=O)NNC(=O)CSC(C)C(=O)Nc2cc(C)on2)c2ccccc2c1=O (stereo not given)	-0.6	-11.7	7.2	-15.2	0.4	-2.8	17.5	-4.3	-1.5
Cc1ccc(S(=O)(=O)N(CC(=O)NN=C2CCN(C)CC2)c2ccc(F)cc2)cc1	-2.3	21.3	-2.1	-13.9	-1.8	-3.3	8.3	1.3	-1.4
CC(=O)c1nn(-c2ccc(Br)cc2)cc1C(=O)c1ccco1	0.8	30.1	26.4	8.1	-22.6	-5.9	3.7	-8.6	0.9
Cc1c(CCC(=O)NCCCN2CCCC2=O)c(=O)oc2c(C)c(O)ccc12	-1.7	-12.2	3.5	-5.2	-3.4	-2.8	-1.3	5.9	-0.3
O=C(NCC(=O)N(c1ccccc1)C(C(=O)NC1CCCC1)c1ccncc1)c1cccs1 (stereo not given)	-0.4	-1.9	-7.1	-2.0	8.2	1.6	-29.7	2.9	0.5
Cc1ccc(C(=O)N2c3ccccc3OCC2C)cc1 (stereo not given)	-4.1	39.1	-1.4	7.7	8.7	-4.8	9.2	0.1	1.3
Clc1ccc(-c2nnc3sc(Cc4cccs4)nn23)c(Cl)c1	-0.4	29.8	14.1	9.4	-0.8	-1.4	23.7	-3.1	-2.0
O=C(CN(C(=O)c1csnn1)c1ccc(Cl)cc1)NCCc1ccccc1	-0.3	7.2	-2.7	2.2	14.5	-1.4	-12.8	13.7	3.6
Cc1nc(N2CCN(S(=O)(=O)c3ccccc3)CC2)c2cc(-c3ccccc3)sc2n1	-1.5	30.9	7.5	2.1	18.2	-0.7	-1.8	-6.0	3.3
CCN(C(=O)C(C)Cl)c1ccccc1 (stereo not given)	0.8	0.5	0.6	20.6	-1.2	-1.1	-1.9	-3.5	-0.5
Cc1cc(C)n(CC(O)COc2ccc(C(C)C)c(C)c2)n1 (stereo not given)	-3.1	26.3	0.6	-3.7	-1.5	3.8	7.9	6.6	2.3
CCC(C)NC(=O)Cn1nc(C(F)(F)F)c2c1CCCC2 (stereo not given)	-1.8	-0.9	-3.2	1.6	14.1	-0.1	-7.3	-2.0	0.8
O=C1C2C3C=CC(CC3)C2C(=O)N1/N=C/c1c(O)ccc2ccccc12 (stereo not given)	0.8	14.5	4.3	-8.7	14.0	0.0	23.0	-0.4	2.1
CCCCN(C(=O)c1cc2c(s1)CCCCC2)c1c(N)n(CCC)c(=O)[nH]c1=O	-1.5	0.0	-2.7	-16.5	-4.9	-1.7	-16.4	0.9	-0.8
COC(/C=C/Nc1ccc(OC)cc1)=C(C#N)C#N	-1.8	-9.0	-7.4	-15.0	-4.7	-1.0	-23.2	4.0	-1.6
CC1(C)CC(O)C(C)(C)N1O (stereo not given)	-2.3	5.1	-3.6	7.0	4.7	1.8	8.1	-8.6	-1.9
CCN1CC(C)C(O)(c2ccccc2)CC1C (stereo not given)	-1.2	1.3	-5.4	15.4	12.0	0.7	13.9	0.1	0.4
CC(=O)Nc1ccc(S(=O)(=O)NCCC(=O)OCC(=O)NNC(=O)c2ccccc2)cc1	1.5	10.8	-8.1	1.2	2.3	7.4	20.0	1.8	0.7
COc1ccc(NC(C)=O)cc1NC(=O)CN1CCN(S(=O)(=O)c2ccc(C(C)C)cc2)CC1	-1.7	-9.7	-7.7	18.6	4.9	-2.3	33.0	-6.5	-3.3
O=C(CSCc1ccc(Cl)cc1)Nc1ccc(S(=O)(=O)N2CCCCCC2)cc1	-0.2	39.5	4.7	-5.0	9.1	0.1	-24.6	-20.8	0.7
Cc1csc2ncc(C(=O)Nc3ccon3)c(=O)n12	-1.1	1.3	-8.6	9.5	-5.8	1.6	15.1	-14.2	0.6
CC(=O)O[C@H]1CC[C@H]2[C@@H]3CCc4cc(O)ccc4[C@H]3CC[C@]12C	-5.4	8.7	16.8	-10.0	-5.9	0.6	36.1	-7.9	-2.7
C/C(=N/NC(=O)C1CCCC1)c1ccc(NC(=O)C(F)(F)F)cc1	-2.1	-7.4	-1.3	-0.2	/	-1.8	-25.6	7.5	-0.6
N#Cc1nc(N2CCCCC2)nc(N2CCOCC2)n1	1.0	5.4	-6.5	-16.2	-0.1	0.6	36.2	0.9	2.0
O=S(=O)(c1cccc2nonc12)N1CCCCC1	-2.8	-5.0	8.0	3.5	-1.4	-5.5	0.1	-3.1	2.0
CCOC(=O)c1c(C)[nH]c(C)c1C(=O)COc1ncnc2cc([N+](=O)[O-])ccc12	-5.1	5.0	-23.0	-44.4	-11.2	11.1	12.3	-6.8	0.4
Cc1cc(C(=O)Nc2cc(Br)ccc2O)on1	4.9	-6.1	-6.7	-4.1	-1.5	-2.4	-0.7	4.9	-1.2
Cc1ccccc1-n1nnc2c(=O)oc3ccccc3c21	0.3	30.7	0.6	3.1	11.7	10.2*	8.4	21.1	0.2
CCNC(=O)C(CC(C)C)NC(=O)C(CO)NC(=O)C1CCC(=O)N1 (stereo not given)	0.1	3.5	1.5	8.1	7.7	-2.4	10.5	-1.0	0.8
CN(CCOC(=O)c1ccc2c(c1)OCO2)C(C)(C)C	-1.9	17.3	-3.1	5.6	9.0	-2.2	23.2	3.1	0.3
COC(=O)c1ccc(-c2n[nH]c(=O)c3ccccc23)cc1	0.0	-1.3	-1.6	11.3	-2.8	-0.3	27.6	5.8	1.2
O=C(COC(=O)CCSc1ccc(Cl)cc1)NCCc1ccccc1	-1.7	6.4	-9.7	4.8	-1.8	-0.3	2.1	-1.8	0.8
O=C(Oc1ccc(N2C(=O)CCC2=O)cc1)c1ccccc1Cl	-0.6	6.7	-9.1	-38.0	14.5	2.4	-18.8	3.0	-0.2
O=C(NC(=S)Nc1ccccc1N1CCN(C(=O)c2ccccc2)CC1)c1cccs1	1.5	-25.0	-17.2	23.5	29.9	1.2	18.1	25.5	2.5
COc1ccc2nc(N3C(=O)C(O)=C(C(=O)c4ccco4)C3c3ccccc3OC)sc2c1 (stereo not given)	0.1	16.8	24.3	28.4	6.1	0.7	25.3	1.8	1.3
CC1(C)C(=O)Nc2ccccc2N1C(=O)COc1ncnc2ccccc12	0.2	7.8	-8.4	1.6	0.1	5.1	10.5	-3.0	2.8
CCOCCCNC1=C(Cl)C(=O)c2ccccc2C1=O	8.4	44.9	2.3	-28.6	7.6	5.5	-3.0	-8.2	7.0
Cc1cccc(-c2c3c(=O)n(C)c(=O)n(C)c3cn2CC2CCCO2)c1 (stereo not given)	-4.2	4.7	1.1	5.9	2.5	-4.4	14.7	6.5	-0.7
CCOCCCNC(=O)c1ccc(OC(C)=O)cc1	0.4	3.5	-9.0	7.9	-6.2	-7.7	23.3	-5.0	-0.4
CCOC(=O)C1=C(N)c2ccccc2CC1C(C)C (stereo not given)	-3.3	18.6	-7.3	-19.7	2.2	-3.5	8.6	-6.8	-1.0
CCCCCCOc1ccc(N2C(=O)CC(N3CCN(CCN=CC4=C(O)CC(C)(C)CC4=O)CC3)C2=O)cc1 (stereo not given)	3.0	19.2	6.8	-2.2	7.9	-3.9	12.0	-16.0	1.5
O=C(CSc1nc2ccccc2c(=O)n1-c1ccccc1Cl)Nc1cccc(S(=O)(=O)N2CCOCC2)c1	5.2	9.3	18.6	6.6	9.8	-2.0	18.6	1.8	3.4
Cc1c(C(=O)NCC2CCCO2)oc2c(Cl)cccc12 (stereo not given)	3.9	17.1	-10.0	8.0	17.8	-5.4	8.3	3.5	0.9
The list continues:
SMILES	XBP1 UPR activ	tim23-1 inh	EBI2 block	APJ antagonist	CCR6 antag	APJ agonist	Mdm2-MdmX inh	CXCR6 block	UPR CHOP act
O=C(CCSCc1cccc(F)c1)NCc1ccc(F)cc1	-4.5	19.7	3.5	6.1	6.9	-3.8	22.1	3.6	3.7
Cc1ccn2cc(C(=O)N3CCN(c4cnn(-c5ccccc5)c(=O)c4Cl)CC3)nc2c1	-2.6	-11.4	1.7	3.2	13.5	-2.3	-6.0	-6.1	0.4
Nc1c(C(=O)NCCN2CCOCC2)c2nc3ccccc3nc2n1-c1cccc(F)c1	-0.5	14.7	10.1	-0.8	0.1	-0.5	11.5	3.3	-5.6
O=c1c2ccc([N+](=O)[O-])cc2ncn1Cc1ccccc1C(F)(F)F	-2.6	-2.5	-12.0	-34.1	-18.1	2.0	12.4	-9.5	-1.5
Cc1ccc(-n2ncc3c2CC(C)(C)CC3NC(=O)CCc2ccc(=O)[nH]n2)cc1 (stereo not given)	-4.6	-1.9	-10.4	16.0	-0.1	6.5	-7.7	3.7	0.6
Cc1cccc(NC(=O)COC(=O)Cc2c[nH]c3ccccc23)c1C	-1.6	15.0	-5.0	2.3	10.2	-1.1	12.2	-17.9	0.0
O=C(CSc1ncnc2c1oc1ccccc12)NC1CCCC1	1.1	16.5	-3.8	-7.0	9.3	-0.1	-2.2	3.6	3.6
CCn1c(COc2ccccc2)nnc1SCC(=O)Nc1ccc2c(c1)OCCO2	0.0	1.6	4.1	7.7	-2.5	-4.2	10.9	-6.7	0.9
CCN1CCN(Cc2ccc(NC(=O)c3ccc(C)c(NC(=O)C4=NN(c5ccccc5)C(=O)C4)c3)cc2C(F)(F)F)CC1	-1.1	13.8	0.3&-5.4	-83.7	13.8	10.2	17.7	4.0&-16.3	1.5

High-throughput results (PubChem BioAssay)
